From PubChem
TRPML3 agonist = human TRPML3 channel agonists, primary screen, cell-based, HEK293 TRPML3-YFP, Fluo-8 calcium fluorescence, 3 µM | 100% = the carbachol control signal | AID 1448, 2008 | activation, % at 3 µM | hit rate 0.29% among 220,000;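 active = activation above its plate's cutoff, the mean activation of the plate's test wells plus 3 SD, cut at about 12% in these data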;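 note: 0% = DMSO only wells and 100% = carbachol wells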
Target sequence (Q8TDD5 whole entry, looked up): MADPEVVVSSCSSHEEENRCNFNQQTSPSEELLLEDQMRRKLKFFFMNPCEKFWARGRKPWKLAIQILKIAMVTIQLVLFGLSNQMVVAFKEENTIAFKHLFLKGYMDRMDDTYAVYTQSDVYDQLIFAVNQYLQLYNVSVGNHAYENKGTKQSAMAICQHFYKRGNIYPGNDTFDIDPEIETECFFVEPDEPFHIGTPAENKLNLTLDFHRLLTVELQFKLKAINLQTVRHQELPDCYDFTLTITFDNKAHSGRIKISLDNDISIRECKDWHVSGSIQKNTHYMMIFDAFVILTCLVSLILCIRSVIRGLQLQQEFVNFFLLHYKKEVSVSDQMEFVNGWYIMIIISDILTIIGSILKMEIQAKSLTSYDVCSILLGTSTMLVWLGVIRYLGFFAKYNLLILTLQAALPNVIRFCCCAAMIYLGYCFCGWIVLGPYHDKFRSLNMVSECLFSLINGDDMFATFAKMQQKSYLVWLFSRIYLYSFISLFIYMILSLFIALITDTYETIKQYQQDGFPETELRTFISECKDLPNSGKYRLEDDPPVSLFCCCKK
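Test system: TRPML3-YFP stable HEK293 cells. Doses: single point at 3 µM. Incubation: dye loading 1 h 37 °C then 30 min ambient, 125 s read. Signal: Fluo-8 calcium dye fluorescence, ex 470-495, em 515-575 nm. Measure: percent activation from peak-to-basal fluorescence ratio, scaled between DMSO and carbachol.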
m-calpain inh = inhibitors of pig calpain II, primary screen, biochemical, fluorogenic peptide substrate, 1536-well. hit rate 0.37% among 220,000. purified calpain II, 30 min. inhibition, % at 16 µM;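 active = inhibition above about 50%, limit read from the data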
S1P4 ag = S1P4 receptor agonists, primary screen, cell-based; S1P4-expressing cell line, agonist reporter assay; activation, % at 4.98 µM; hit rate 0.35% among 220,000; in the data active = activation above about 11%;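 note: 0% = DMSO vehicle and 100% = reference agonist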
EP2 mod = EP2 receptor modulators, cAMP readout, primary screen, cell-based, HTRF cAMP, PGE2 stimulation; AID 940, 2007; hit rate 0.83% among 260,000; EP2-expressing cells, cAMP HTRF FRET, PGE2 co-stimulation; induction, % at 25 µM;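 active = compounds whose cAMP rise, as percent of the full-agonist control response, exceeds 60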;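 note: rat C6 glioma line stably carrying human EP2 under a CMV promoter; the protocol text gives 20 µM as final concentration; 100% = response of wells given 1 µM PGE2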
Target sequence (P43116 whole entry, looked up): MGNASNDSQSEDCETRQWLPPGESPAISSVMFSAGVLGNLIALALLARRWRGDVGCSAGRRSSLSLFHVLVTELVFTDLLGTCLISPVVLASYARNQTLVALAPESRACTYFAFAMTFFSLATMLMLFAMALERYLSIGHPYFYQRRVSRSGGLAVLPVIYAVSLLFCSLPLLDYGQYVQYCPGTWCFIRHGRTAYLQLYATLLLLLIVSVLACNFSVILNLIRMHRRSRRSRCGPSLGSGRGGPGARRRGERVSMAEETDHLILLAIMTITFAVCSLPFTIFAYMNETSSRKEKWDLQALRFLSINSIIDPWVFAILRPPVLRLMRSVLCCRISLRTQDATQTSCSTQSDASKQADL
zfTRPN1 agonist = zebrafish TRPN1 channel agonists, primary screen, cell-based, HEK293, calcium fluorescence; AID 1424, 2008; activation, % at 3 µM; HEK293 zebrafish TRPN1-YFP, Fluo-8 calcium fluorescence; 100% = response to 87 µM carbachol; transient receptor potential cation channel N1 (TRPN1/NompC), Danio rerio; hit rate 0.18% among 220,000;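 active = activation above its plate's cutoff, the mean activation of test wells on that plate plus 3 SD, cut at about 19% in these data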;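 note: 0% = DMSO alone and 100% = 87 µM carbachol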
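System: zebrafish TRPN1-YFP in HEK293 cells / Dosing: 3 µM single point / Timing: dye loading 1 h at 37 °C, then 30 min room temperature / Signal: Fluo-8 calcium fluorescence, excitation 470-495 nm, emission 515-575 nm / Read-out basis: percent activation from peak over basal fluorescence ratio, control-normalized / Control set: high carbachol 87 µM, low DMSO alone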
BaF3 parental = parental Ba/F3 cell viability inhibition, counter-screen for JAK2V617F inhibitor project, murine pro-B, CellTiter-Glo luminescence. CellTiter-Glo ATP luminescence. inhibition, % at 5.6 µM. hit rate 1.1% among 220,000. AID 1486, 2009;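 active = inhibition above a per-campaign cutoff, the mean inhibition of all tested compounds plus 3 SD, cut at about 27% in these data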;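 note: 0% = DMSO wells and 100% = JAK Inhibitor I control wells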
PERK inh = block of dimerizer-induced PERK translation repression, primary screen, PERK inhibitor project, CHO PERK-DD cells, SEAP luminescence, HTS | hit rate 0.17% among 220,000 | CHO PERK-DD fusion, SEAP luminescence translation reporter | Eukaryotic translation initiation factor 2-alpha kinase 3 (Homo sapiens), Q9NZJ5 | inhibition, % at 5.6 µM;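 active = inhibition above the mean inhibition of all tested compounds plus 3 SD, set separately per screening campaign, cut at about 2.9% in these data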;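 note: PERK kinase domain activated by AP20187 dimerizer at 100 nM; 0% = DMSO with dimerizer and 100% = rapamycin at 8.4 µM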
S1P4 antag = S1P4 receptor antagonists, primary screen, cell-based. S1P4-expressing cells, antagonist mode, reporter read-out. hit rate 0.26% among 220,000. Sphingosine 1-phosphate receptor 4 (Homo sapiens), O95977. AID 1510, 2009. inhibition, % at 4.98 µM; in the data active = inhibition above about 29%;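 note: 0% = wells stimulated with agonist and 100% = vehicle wells without agonist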
Ba/F3 V617F tox = reduced viability of JAK2V617F-dependent Ba/F3 cells, primary screen, JAK2V617F inhibitor project, cell-based, Ba/F3 EpoR-JAK2V617F, luminescence. ATP luminescence. inhibition, % at 5.6 µM. hit rate 1.1% among 220,000. AID 1446, 2008;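 active = inhibition above the campaign mean plus 3 SD over all tested compounds, cut at about 24% in these data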;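 note: cytokine-independent growth of Ba/F3 cells driven by EpoR plus mutant JAK2; 0% = DMSO-treated cells and 100% = JAK inhibitor I control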
The depositor's hits bear a star; . = no result given; & = joins results of further samples.

SMILES	TRPML3 agonist	m-calpain inh	S1P4 ag	EP2 mod	zfTRPN1 agonist	BaF3 parental	PERK inh	S1P4 antag	Ba/F3 V617F tox
CCN(CC)C(=O)Cn1cnc([N+](=O)[O-])n1	-0.1	-8.6	0.9	0.3	-1.9	1.5	0.9	3.3	0.7
OCCN1CCN(C(=S)c2ccc(Cl)cc2)CC1	1.1	5.0	-1.1	16.8	1.3	-1.1	0.8	9.0	-4.2
Cc1cccc(/C=N/NC(=O)Cn2nnnc2N)n1	1.1	0.8	-1.3	8.3	-0.2	-1.3	2.6	1.3	0.1
Cc1nn(C)c(C)c1S(=O)(=O)N1CCC(C(=O)NCC2COc3ccccc3O2)CC1 (configuration not stated)	0.6	-10.3	-1.0	18.3	0.4	4.3	-0.5	-6.8	1.8
Cn1c(=NC(=O)COc2ccccc2)sc2cccc(F)c21	-0.5	3.0	-0.9	-4.2	-1.1	-4.1	-0.6	3.5	2.2
O=C(c1ccccc1)c1cccs1	0.5	7.2	-0.5	-2.1	-1.3	5.9	0.5	-10.2	1.6
CC(C)c1ccc(NC(=O)Cc2cn(C)c3ccccc23)cc1	-0.2	4.0	0.8	31.0	-0.5	6.6	0.1	-2.4	1.6
NC(=O)C1CCCN(C(=O)Nc2cccc3ccccc23)C1 (configuration not stated)	0.1	-15.9	0.2	-5.9	0.0	-1.0	1.4	-14.1	-2.4
COc1ccc(OC)c(-c2cn(S(=O)(=O)c3ccccc3)nc2N)c1	0.5	9.0	0.0	-26.4	-2.1	2.8	-1.4	10.8	-1.6
CCn1cc(CN(C)C(=O)CSc2nc(-c3ccco3)cc(C(F)(F)F)n2)c(C)n1	1.4	.	1.0	.	3.4	4.0	-0.8	-13.1	-1.9
Cc1ccc(OCc2nnc(SCC(=O)C(C)(C)C)n2Cc2ccco2)cc1	0.1	-4.9	-0.1	41.9	-1.7	4.8	-0.4	1.8	1.5
NC(=O)C1CCN(CC(O)CSc2ccccc2)CC1 (configuration not stated)	-0.6	-1.7	-0.6	3.5	-1.4	1.7	2.8	-14.0	-3.6
CCCSc1nnc(NC(=O)Nc2ccccc2OC)s1	0.1	1.3	0.3	-30.9	0.7	4.7	-2.2	-2.1	0.1
O=C(CCc1nc2ccccc2s1)OCC(=O)c1ccccc1	-0.8	2.3	-0.5	14.7	0.0	5.6	0.9	-2.2	-2.7
CCCCCc1nc2c(=O)n(C)c3ccccc3c2o1	-0.1	25.1	2.0	23.1	-1.6	4.5	-0.1	2.4	0.1
COc1ccc([N+](=O)[O-])cc1NC(=O)Cn1ccc(C(F)(F)F)n1	0.4	-18.1	-2.4	-17.2	1.7	4.5	-0.1	-15.3	-0.5
O=C(O)COC(=O)C1C(c2ccccc2)C(C(=O)O)C1c1ccccc1 (configuration not stated)	1.0	-6.0	-0.5	14.2	2.2	4.0	-0.1	-5.3	-0.5
CCOC(=O)/C(C#N)=C/c1ccc(N2CCN(Cc3ccccc3)CC2)cc1	0.6	33.9	-1.7	5.0	1.2	0.5	-0.1	0.6	-1.1
Cc1cccc(-c2noc(-c3ccoc3C)n2)c1	0.6	32.1	-0.5	25.6	0.5	-4.2	0.2	-1.4	0.0
Cc1ccc(NC(=S)Nc2ccc(Cl)c(Cl)c2)c(OC(F)F)c1	0.3	15.4	-1.4	-1.0	-0.2	1.1	0.1	-20.7	-1.0
CCS(=O)(=O)N1CCC(C(=O)NCc2cc(OC)ccc2OC)CC1	0.9	-0.8	-2.9	16.3	-0.1	3.0	-0.3	1.8	-2.2
O=C(CC1CCCCC1)Nc1c2c(nn1-c1ccc(F)cc1)CS(=O)(=O)C2	-0.5	7.1	-1.6	12.3	-0.8	6.4	-1.7	6.1	4.6
CCc1nnc(NC(=O)COC(=O)CN2C(=O)c3ccccc3C2=O)s1	-0.3	-5.9	0.2	22.4	1.6	3.5	0.2	2.5	-1.2
CCOC(=O)c1[nH]ncc1CN1CCC(Cc2cccc(OC)c2)(C(=O)OCC)CC1	0.7	-19.9	0.3	32.5	0.0	-0.3	-0.9	-5.0	-1.0
COc1ccc(NC(=O)c2cc(C(C)C)on2)c(OC)c1	0.1	19.1	3.9	0.5	-0.9	4.3	0.9	-9.1	-0.3

Structures listed so far with a nitro group on carbon (2):
SMILES	TRPML3 agonist	m-calpain inh	S1P4 ag	EP2 mod	zfTRPN1 agonist	BaF3 parental	PERK inh	S1P4 antag	Ba/F3 V617F tox
CCN(CC)C(=O)Cn1cnc([N+](=O)[O-])n1	-0.1	-8.6	0.9	0.3	-1.9	1.5	0.9	3.3	0.7
COc1ccc([N+](=O)[O-])cc1NC(=O)Cn1ccc(C(F)(F)F)n1	0.4	-18.1	-2.4	-17.2	1.7	4.5	-0.1	-15.3	-0.5

(more compounds)
SMILES	TRPML3 agonist	m-calpain inh	S1P4 ag	EP2 mod	zfTRPN1 agonist	BaF3 parental	PERK inh	S1P4 antag	Ba/F3 V617F tox
CCc1nnc(NC(=O)c2ccc(S(=O)(=O)N3CCCc4ccccc43)cc2)o1	-0.9	-101.1	0.8	-5.1	-0.8	3.7	-0.2	-5.2	-1.2
O=C(O)C1CCCCC1C(=O)Nc1ccc(F)cc1F (configuration not stated)	0.2	-2.9	-1.4	31.2	0.6	2.9	2.1	-2.6	-1.2
CCn1c(C)cc(/C=C2\NC(=O)N(Cc3ccc(Cl)cc3)C2=O)c1C	0.0	-35.2	1.1	-4.2	0.9	-0.3	-0.9	-24.6	-1.2
Cc1ccc(NC(=O)CCNCc2ccco2)cc1S(=O)(=O)N(C)C	-0.2	15.7	-1.0	-20.5	1.0	6.1	-0.5	2.2	2.7
C=CCOc1ccc(C(=O)Nc2ccc(OCC)cc2)cc1	2.0	-11.0	2.7	-11.6	0.8	-1.2	-0.2	-18.7	-0.6
COc1ccc(/C=C/C(=O)c2ccc(O)cc2)cc1COc1ccc(F)cc1	0.3	-35.8	-2.8	43.1	-1.2	3.4	0.5	-6.5	-3.2
CC1CCN(C(=O)Cn2nc(C(F)(F)F)c3c2CCCC3)CC1	-0.3	7.9	1.4	4.1	-1.3	6.0	-0.5	-5.5	0.0
CCOc1ccc2ccccc2c1C(=O)Nc1cc(=O)n(C)c(=O)n1C	-0.4	-9.7	0.5	3.6	1.2	10.5	0.6	-7.0	2.7
O=C(NCC1CCCO1)c1cc(-c2ccccc2)on1 (configuration not stated)	0.4	-5.6	-0.5	-21.6&-14.2	1.8	4.1	1.1	15.2	1.4
CCCn1c(=O)[nH]c(=O)c2[nH]cnc21	0.7	-18.6	3.5	8.3&12.7	-0.2	6.6	0.8	-6.9	-1.6
CCC(=O)NC(c1ccccc1)c1c(OC(C)=O)ccc2ccccc12 (configuration not stated)	0.3	-48.2	0.8	40.5	-0.7	2.0	0.1	-9.3	0.8
CCN1CCN(Cc2c(OC)ccc3ccccc23)CC1	0.1	26.1	1.1	9.1	0.1	0.6	1.1	-1.8	-3.2
O=c1[nH]c(N2CCOCC2)nc2ncn(Cc3ccccc3)c12	0.5	-1.1	1.0	11.1	0.5	4.6	0.4	11.4	2.5
CCN(CC)C(=S)SCC(=O)c1ccc(Br)cc1	0.5	12.9	1.8	-7.5	0.1	3.6	-0.4	0.2	-1.4
COc1ccc(OC)c(C2C(C(=O)c3cccs3)=C(O)C(=O)N2c2cc(C)on2)c1 (configuration not stated)	-0.5	17.4	1.6	26.8	-0.8	0.5	0.8	-12.5	-3.7
O=C(OCc1cccc([N+](=O)[O-])c1)c1ccncc1	0.3	-5.5	0.1	9.7	2.0	5.0	1.4	-10.2	-1.9
Cc1ccccc1C(=O)NC1CCN(C(=O)Nc2ccccc2Cl)CC1	0.5	15.8	1.8	-7.5	2.3	13.8	-0.1	-16.2	3.5
O=C(Nc1nccs1)c1ccc(S(=O)(=O)N2CCOCC2)cc1	1.4	2.4	0.1	7.6	1.2	7.0	0.9	-3.6	3.8
O=c1[nH]c2ccccc2n1CCCOc1ccccc1	-0.3	-9.1	-1.0	-9.5	0.4	7.3	0.1	-2.8	4.1
CCOC(=O)c1c(NC(=O)c2ccc(N3CCOCC3)c([N+](=O)[O-])c2)sc(C)c1C	0.4	-3.9	-0.8	7.5	3.3	8.0	1.7	1.3	0.1
CN=c1scc(C)n1/N=C/c1ccc(O)c(O)c1O	1.3	-16.9	1.1	-12.3	0.7	3.6	-0.6	-4.3	-1.6
Cn1c(C(=O)N2CCN(C3CCCCC3)CC2)cc2c(=O)n(C)c3ccccc3c21	0.2	5.5	-1.6	-7.1	1.6	11.5	-0.3	-20.9	-0.8
CCCc1cc2c(cc1NC(=O)c1ccco1)OCO2	0.7	5.3	3.7	-5.7	0.0	1.4	0.0	-8.8	2.8
CCc1nc(N)nc2c1C(=O)CC(C)(C)C2	0.3	-9.7	-0.1	0.5	1.8	0.0	-0.4	-23.9	3.7
Clc1cnc(N/N=C/c2ccco2)c(Cl)c1	-0.7	22.1	0.1	-7.7	-1.7	9.3	0.1	-8.2	3.9

(listing goes on)
SMILES	TRPML3 agonist	m-calpain inh	S1P4 ag	EP2 mod	zfTRPN1 agonist	BaF3 parental	PERK inh	S1P4 antag	Ba/F3 V617F tox
Cc1cc(NC(=O)CSc2nc3c([nH]c4ccccc43)c(=O)n2-c2cccc(C(F)(F)F)c2)no1	0.0	-31.7	0.3	-3.6	0.2	0.4	-0.9	-3.9	-2.2
CCOCCCNC(=O)C(c1ccccc1)N(Cc1ccc2c(c1)OCO2)C(=O)CNC(C)=O (configuration not stated)	0.5	-9.2	0.8	24.2	-0.5	2.5	0.3	-1.6	3.2
Cc1cc(C(=O)N/N=C/C=C/c2ccccc2)c(C)o1	0.5	2.5	-0.9	-6.0	0.6	5.4	0.5	-8.3	-1.4
CCOc1ccc(C(=O)COc2ccc(NC(C)=O)cc2)cc1	0.5	-19.6	-1.2	-34.3	0.6	3.1	0.1	2.8	-0.8
COc1ccc(NC2CC(=O)NC2=O)cc1 (configuration not stated)	0.8	24.0	1.6	0.8	0.9	4.6	-0.2	-8.1	3.1
COc1ccc2c(c1)cc(C)c1nnc(SCC(=O)N(C)c3nc(-c4ccccc4)cs3)n12	-0.2	-105.3	-2.4	-125.4&18.3	-0.2	2.6	0.4	-5.5	1.6
COc1cc(S(=O)(=O)N2CCN(c3ccc(F)cc3)CC2)ccc1Cl	0.3	-24.9	0.2	-50.8	0.5	-3.1	0.8	2.2	-3.0
CC(C(=O)N1CCc2ccccc21)n1cccc1 (configuration not stated)	0.3	-1.0	-0.1	6.2	-1.5	5.7	-0.6	-22.1	-0.8
Cc1cc(NC(=O)CSc2nnc(Cc3cccn3C)n2CCc2ccccc2)no1	-0.3	0.0	-1.1	19.4	-0.2	0.5	-0.4	0.7	-2.3
Cc1ccccc1NC(=O)C1CCC(C)(C(=O)O)C1(C)C (configuration not stated)	0.4	-13.5	0.5	24.9	1.5	3.7	0.2	1.5	-0.2
COCC(=O)Nc1ccccc1C(=O)NC(C)C	0.8	-2.7	-0.3	47.7	0.9	4.7	0.1	-30.3	4.0
